WT yeast gro inh – growth inhibition of WT yeast, mitochondrial fusion screen | mitochondrial fusion phenotypic screen, WT strain | AID 1362 | inhibition, % at 10 µM | 190,000 tested, 2.1% active; in the data active means inhibition above about 58%; tested in S. cerevisiae
bCat nuc transl – beta-catenin nuclear translocation modulation | 190,000 tested, 0.3% active | AID 1665 | nuclear translocation activity, % at 5 µM | HeLa beta-catenin nuclear translocation, immunofluorescence imaging;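 active means nuclear translocation activity above 50% at 5 µM, with a well cell count of 50 or more; inconclusive means wells under 50 cells across six images, flagged as toxic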;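 further: per-cell ratio of nuclear to cytoplasmic median beta-catenin stain intensity; plate controls were DMSO negative control for no effect and GSK-3 inhibitor IX positive control for full effect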
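Assay system: human HeLa cells, native beta-catenin; doses: 5 µM primary, 0.02–20 µM confirmation; incubation: compound treatment 24 h, 37°C, 5% CO2; technique: fluorescence imaging of beta-catenin antibody stain plus DAPI; measure: % activation, nuclear-to-cytoplasmic median beta-catenin signal ratio per cell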
Large T inhibition – TAg ATPase/helicase activity blockers – biochemical (AID 1903); SV40 large T antigen ATPase/helicase inhibition assay; higher % means a stronger effect; inhibition, % at 20 µM; hits with a dose series show IC50 in µM; 310,000 tested, 0.39% active; in the data active means a potency from the dose series; inconclusive means inhibition mostly from about 32% at the one dose, without a potency; inactive means the rest, 99 in 100 with inhibition below about 32%; further: strong numbers were not always called active
West Nile virus CPE – West Nile virus antiviral activity, cell-based, CPE readout (AID 1621) | West Nile virus-infected cells, CPE inhibition; higher % means a stronger effect | one-dose CPE inhibition, % at 10 µM; IC50 in µM for titrated hits | 290,000 tested, 0.02% active; in the data active means a potency from the dose series; inconclusive means CPE inhibition mostly from about 3.7% at the one dose, without a potency; inactive means the rest, 99 in 100 with CPE inhibition below about 2.2%; further: strong numbers were not always called active
Rac1 GTP hydrolysis – MgcRacGAP GTPase-activating activity inhibitors, confirmation, biochemical, ADP Hunter fluorescence; MgcRacGAP-stimulated Rac1 GTP hydrolysis, ADP Hunter fluorescence; higher % means a stronger effect; GST-tagged Rac1 F28L mutant substrate; one-dose inhibition, % at 30 µM; IC50 in µM for titrated hits; 340,000 tested, 0.6% active; AID 624330;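 active means first-screen hits whose inhibition reached a set limit at any dose in the follow-up dose series; inconclusive means inhibition above the set first-screen limit but never retested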;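 further: fluorescence reports GDP produced by GAP-driven GTP hydrolysis; strong numbers were not always called active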
Myeloid diff MLP – compounds promoting myeloid differentiation; ER-HoxA9 myeloid progenitors, lysozyme-GFP differentiation, flow cytometry; calls only at 10 µM; 360,000 tested, 1% active;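 active means normalized GFP-positive differentiation at or above the plate's own cutoff, the solvent-only control mean plus 3 SD; inconclusive means no clear call, values can overlap the other calls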;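 further: cells exposed to compound for four days before flow analysis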
RSV CPE inhibition – inhibition of RSV-induced cytopathic effect – HEp-2 cells, primary 10 µM value included (AID 2391); HEp-2 cells, RSV-induced CPE inhibition; higher % means a stronger effect; one-dose CPE inhibition, % at 10 µM; IC50 in µM for titrated hits; 310,000 tested, 0.13% active; in the data active means a potency from the dose series; inconclusive means CPE inhibition mostly from about 23% at the one dose, without a potency; inactive means the rest, 99 in 100 with CPE inhibition below about 21%; further: strong numbers were not always called active
Salmonella PhoP GFP – PhoP-dependent GFP reporter repression – Salmonella Typhimurium, primary screen (AID 1863) | S. Typhimurium PhoP-regulated promoter GFP reporter, 4 h; higher % means a stronger effect | one-dose inhibition, % at 50 µM; IC50 in µM for titrated hits | 300,000 tested, 0.16% active;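 active means inhibition over 29.93%, a cutoff 3 SD above the screen mean, later confirmed by dose response; inconclusive means inhibition over 29.93% but no dose response follow-up; inactive means inhibition at most 29.93% or unconfirmed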;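 further: 0% = low Mg2+ inducing control and 100% = high Mg2+ repressing control; strong numbers were not always called active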
T cell HTS – modulates CD8 T cell binding to vesicles; 2C CD8+ T cell-vesicle binding, flow cytometry; stronger effect = lower value; calls only at 7 µM; 330,000 tested, 0.068% active; AID 2052;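 active means response, share of CD8 T cells binding vesicles, and their 90th percentile fluorescence all below set limits, cut at about 80% in these data, passing the limit was not always enough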
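material = purified 2C TCR transgenic mouse naive CD8+ T cells | controls = Unloaded micro-vesicles (low), QL9 vesicles with 0.7% DMSO (high) | detection = cytometric PE anti-B7-1 and Alexa647 anti-CD8 signals after 1% paraformaldehyde fixation | incubation = binding step 1.5 h, 37 °C, antibody labelling 20 min, ice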
WT yeast gro inh mutant strain – also measured in WT yeast gro inh; calls as there; inhibition, %; mitochondrial fusion phenotypic screen, mutant strain inhibition
bCat nuc transl cell count 5 µM – also measured in bCat nuc transl; calls as there; cell count; measured here: cell count, cytotoxicity flag
T cell HTS vesicle-bound % – second read-out of T cell HTS, no call of its own (marks repeat the call); double positive events, %; measured here: CD8+ vesicle-bound cell fraction;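 binding gate set so that unloaded-vesicle control wells show 10% double positive cells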
Myeloid diff MLP GFP+ MAC1+ % – also measured in Myeloid diff MLP; calls as there; GFP+ MAC1+ double positive, %; measured here: differentiation confirmed by MAC1 staining
Numbers without * were called inactive; i = inactive; u = inconclusive; x = no result given. Compounds were not picked by outcome; overall some 3.6% were active at least once.

SMILES	WT yeast gro inh	WT yeast gro inh mutant strain	bCat nuc transl	bCat nuc transl cell count 5 µM	Large T inhibition	West Nile virus CPE	Rac1 GTP hydrolysis	Myeloid diff MLP	Myeloid diff MLP GFP+ MAC1+ %	RSV CPE inhibition	Salmonella PhoP GFP	T cell HTS	T cell HTS vesicle-bound %
COc1ccc(NC(=O)c2ccccc2N(Cc2ccccc2)S(C)(=O)=O)cc1OC	2.6	-3.1	1.8	1414	4.6%	-0.9%	1.9%	i	0.7	0.2%	3.3%	i	29.0
O=C1NC2(CCCC2)Oc2ccccc21	-3.1	-3.0	-1.4	1086	-4.8%	0.5%	x	i	0.1	0.4%	3.4%	i	44.0
Cc1cccc(OCC(=O)N(C)CCc2ccccn2)c1	-29.0	0.9	-7.7	1280	14.6%	-0.4%	25.5%	i	1.3	2.1%	-1.0%	i	44.9
COc1ccccc1N/N=C/c1c(CO)cnc(C)c1O	-5.3	8.2	-0.9	1074	8.2%	0.7%	12.1%	i	3.9	-0.7%	-5.0%	i	6.0
CNC(=O)C1(C(F)(F)F)C/C(=C\CCO)CCCO1 (stereo unspecified)	x	x	x	x	10.7%	0.5%	6.4%	i	0.5	-0.5%	x	i	33.2
Nc1ccc(NC(=O)CCN2CCOCC2)cc1	x	x	x	x	33.4%	-0.4%	18.6%	i	0.3	-0.6%	15.2%	i	36.8
COC(=O)c1ccc(Nc2c([N+](=O)[O-])c(=O)oc3ccccc23)cc1	x	x	0.1	1226	9.7%	-0.1%	13.6%	i	0.6	x	-7.2%	i	13.1
Cn1c(SCC(=O)NCc2ccco2)nnc1C1CCCC1	x	x	x	x	5.6%	-0.5%	6.5%	i	1.7	0.6%	-8.9%	i	29.2
CCOCc1nnc(NC(=O)c2ccc(NC(C)=O)cc2)s1	-7.9	-11.7	0.2	1456	0.0%	0.7%	1.7%	i	0.4	1.2%	3.3%	i	41.5
Cc1ccccc1C(=O)Nc1ccc(C(=O)N/N=C/c2ccc(F)cc2)cc1	4.0	8.2	-0.6	937	-4.1%	0.4%	4.5%	i	0.7	4.5%	6.9%	i	15.6
Cc1cc(C)nc(NS(=O)(=O)c2ccc(NC(=S)NC(=O)C(C)(C)C)cc2)n1	-1.8	-19.5	-4.5	1182	1.1%	0.6%	8.5%	i	5.5	2.3%	0.4%	i	47.9
CC1Cc2cc(S(=O)(=O)NCCc3ccccc3)ccc2N1C(=O)C1CC1 (stereo unspecified)	x	x	x	x	2.4%	-0.8%	7.6%	i	3.3	2.3%	7.1%	i	8.8
COC(=O)C(Cc1ccc(OC(=O)c2ccc(C(F)(F)F)cc2)cc1)N1Cc2ccccc2C1=O (stereo unspecified)	17.8	-1.2	x	x	-7.5%	-0.3%	-10.6%	i	1.1	2.1%	5.3%	i	24.7
CCOc1ccc(C(=O)Nc2ccc(Cl)cn2)cc1Cl	10.6	16.2	x	x	0.1%	-0.7%	2.2%	i	1.0	6.3%	-7.5%	i	32.6
CNC(=S)N/N=C/c1c(C)c(C(=O)c2ccc(F)cc2)n2ccccc12	x	x	x	x	18.0%	-0.8%	1.6%	i	0.3	2.2%	-4.5%	i	30.0
CCCC1CC(c2csc(N)n2)CCO1 (stereo unspecified)	-7.0	0.6	-1.0	1103	15.9%	0.2%	10.2%	i	0.7	-0.4%	-1.6%	i	15.5
CN(C)c1ccc(C(=O)OCC(=O)NCCCc2ccccc2)cc1	x	x	x	x	26.4%	-0.5%	8.2%	i	1.7	1.2%	-0.9%	i	19.1
O=C(CSc1ccccc1)N1CCC(N2CCC(C(=O)N3CCCC3)CC2)CC1	14.6	2.7	2.6	918	8.4%	-0.6%	3.8%	i	0.5	-2.1%	-15.6%	i	43.0
COC(=O)CCCC1=CC2=C(c3ccccc3)C(=O)C(C)(OC(=O)C3CCCC3)C(=O)C2=CN1CC1CC1 (stereo unspecified)	x	x	-1.2	1030	23.2%	-0.5%	-1.3%	i	2.1	-1.5%	1.2%	i	17.0
O=C(NC1CCCC1)C(c1ccc(Cl)cc1)N1CCc2ccccc21 (stereo unspecified)	17.5	3.8	x	x	-4.0%	-0.4%	6.4%	i	2.2	1.2%	1.5%	i	41.4
Cc1oc2cc3c(C(=O)N4CCCCC4)c(C)oc3cc2c1C(=O)N1CCCCC1	5.7	-3.7	-3.5	1131	6.6%	-1.2%	10.6%	i	1.3	8.4%	-5.0%	i	48.7
CC(C)C(c1nnnn1C1CCCC1)N1c2ccccc2CC1C (stereo unspecified)	63.8*	22.9*	3.5	919	4.4%	0.5%	2.0%	i	1.2	0.9%	14.3%	i	30.3
COc1ccccc1NC(=O)CSc1ccc(-c2ccco2)nn1	x	x	x	x	33.0%	-0.1%	12.7%	i	0.7	3.5%	0.7%	i	6.2
COc1ncnc2c1ncn2CC1COC(C)(C)O1 (stereo unspecified)	x	x	x	x	9.3%	x	2.4%	i	0.0	0.8%	x	i	32.6
CCOc1nc(-c2ccccc2)ccc1-c1noc(COC)n1	1.5	12.7	-0.9	1121	6.8%	0.0%	10.9%	i	0.6	u	-13.2%	i	64.8
Remaining list, next part.
SMILES	WT yeast gro inh	WT yeast gro inh mutant strain	bCat nuc transl	bCat nuc transl cell count 5 µM	Large T inhibition	West Nile virus CPE	Rac1 GTP hydrolysis	Myeloid diff MLP	Myeloid diff MLP GFP+ MAC1+ %	RSV CPE inhibition	Salmonella PhoP GFP	T cell HTS	T cell HTS vesicle-bound %
CCN1CCN(CCC(=O)Nc2ccccc2)CC1	x	x	x	x	13.7%	-0.8%	-0.7%	i	0.4	1.2%	-0.9%	i	55.5
COc1ccc(CNC(=O)c2cc(-c3ccccc3O)n[nH]2)cc1	2.4	7.1	-2.5	1175	-2.5%	-0.3%	6.1%	i	0.9	2.0%	-0.5%	i	18.5
O=C(Nc1ccc2nc(-c3ccccn3)[nH]c2c1)C1CCCCC1	-2.4	17.6	-0.9	1158	6.2%	0.8%	8.3%	i	1.0	5.5%	-9.5%	i	38.4
COC(=O)c1[nH]c2ccccc2c1NC(=O)CN1CCCCCC1	8.0	18.2	-1.8	1238	-4.5%	0.4%	4.8%	i	1.7	1.3%	8.3%	i	36.9
CCOc1ccccc1NC(=O)/C(C#N)=C/c1c(C)nn(-c2ccccc2)c1Cl	24.2	-15.6	x	x	5.6%	1.3%	-1.8%	i	0.7	1.0%	-13.6%	i	61.6
CC(O)C(=O)N/N=C/c1ccccc1C(=O)O (stereo unspecified)	-4.5	-6.3	-1.6	1060	x	0.1%	1.0%	i	0.5	-1.3%	x	i	49.6
COC(=O)C1=C(C)n2cnnc2NC1c1ccc(Cl)cc1 (stereo unspecified)	9.4	2.2	2.4	1131	6.7%	-0.5%	2.3%	i	1.5	0.8%	1.4%	i	64.6
CCCCC(=O)Nc1ccc(C(=O)Nc2ccc(S(=O)(=O)Nc3ccc(C)cc3)cc2)cc1	-3.3	-3.7	0.8	1054	5.9%	-0.4%	8.4%	i	0.6	1.6%	6.5%	i	8.5
O=C(CSC1=NCCN1)NC1CCCCCC1	9.3	17.9	x	x	4.4%	-0.5%	9.6%	i	1.5	1.3%	-2.4%	i	23.0
CN(C(=O)COC(=O)C1CCN(S(=O)(=O)c2ccc3c(c2)OCCO3)CC1)C1CCCCC1	x	x	x	x	19.3%	x	2.9%	i	0.6	0.2%	3.0%	i	49.7
COCCNC(=O)c1onc(CSc2cccc(OC)c2)c1C(=O)NCCOC	x	x	x	x	0.8%	x	6.6%	i	0.4	-0.8%	x	i	10.2
O=C(O)c1ccccc1C(=O)NCCCCCCNC(=O)c1ccccc1C(=O)O	x	x	x	x	-0.3%	0.5%	1.3%	i	0.4	0.6%	0.1%	i	13.6
Cc1nnc(SC(C)C(=O)NCC2CCCO2)n1-c1ccccc1 (stereo unspecified)	-1.4	12.4	-1.5	656	8.9%	0.5%	-0.6%	i	0.6	-0.5%	-5.3%	i	44.1
S=c1[nH]nc(CSc2nc3ccccc3s2)n1Cc1ccccc1	6.3	22.8	x	x	5.4%	0.0%	12.0%	i	0.8	11.9%	0.7%	i	28.7
CCCCn1c(N)c(N(CC(C)C)C(=O)C2CC(=O)N(c3ccc(CC)cc3)C2)c(=O)[nH]c1=O (stereo unspecified)	x	x	x	x	8.7%	x	5.6%	i	0.2	-1.4%	3.5%	i	35.5
COc1cc(OC)cc(C(=O)NC(C(=O)Nc2ccc3c(c2)OCO3)C(C)C)c1 (stereo unspecified)	x	x	x	x	x	x	1.8%	i	0.7	-0.3%	x	i	39.4
CCCCCNC(=O)[C@@H]1CSC2c3ccccc3C(=O)N21 (stereo partly specified)	x	x	x	x	4.4%	-0.4%	-1.3%	i	0.2	1.0%	-2.5%	i	31.2
c1ccc2c(c1)[nH]c1nc(SCCN3CCOCC3)nnc12	-10.5	-11.2	-0.1	1033	1.1%	0.5%	8.3%	i	0.1	7.6%	-8.7%	i	60.9
CCCc1c(C(=O)N/N=C/c2cccnc2)nnn1-c1nonc1N	x	x	x	x	-0.8%	0.1%	7.8%	i	0.0	5.6%	-9.1%	i	7.8
CC12CC(O)C3c4ccc(O)cc4CCC3C1CC/C2=N\O (stereo unspecified)	x	x	x	x	15.4%	0.1%	12.3%	i	0.4	2.5%	-2.8%	i	16.3
CCCC(=O)Nc1c2c(nc3ccccc13)N(c1ccccc1)CC2	1.8	-12.7	0.9	1052	9.6%	-0.1%	5.3%	i	0.3	2.5%	-4.2%	i	40.1
NC(=O)Cn1c(=O)n(CCc2ccccc2)c(=O)c2c3c(sc21)CCCC3	-11.7	-13.6	-10.0	984	9.4%	0.1%	-1.5%	i	7.0	2.6%	-2.6%	i	9.9
Cc1ccc(C23CC4CC(CC(NC(=O)NCCN(C)C)(C4)C2)C3)cc1	-2.8	9.9	-4.4	1372	18.0%	u	4.1%	i	0.5	-1.6%	6.3%	i	17.1
Cc1cc(C)c(C)c(OCCCCN2CCCCC2)c1	x	x	x	x	2.9%	-0.5%	13.2%	i	0.2	-0.4%	-6.5%	i	9.9
